# From PubChem
# GALK inhibitor – blocks human galactokinase activity; P51570; Purified GALK, Kinase-Glo residual ATP luminescence; Potency, µM (top dose mostly 57.5 µM), inactives show top-dose activity change, negative = inhibition, usual class: inhibitors; 270,000 compounds, 0.007% hits; AID 1868; also: potency is read from the fitted curve at half-maximal effect; % is scaled to controls: 0 for no effect and ±100 for the full control effect
#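 5 nM enzyme, 35 uM ATP, 100 uM galactose, 20 mM HEPES pH8.0, 5 mM MgCl2; 1 h RT; residual ATP by Kinase-Glo Plus luminescence, qHTS format.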
# B2AR arrestin – agonists driving beta-arrestin recruitment to human beta2-adrenergic receptor; beta-arrestin recruitment to beta2AR, cell-based reporter; P07550; 330,000 compounds, 0.02% hits; AID 492947; Potency, µM (doses to about 46.1 µM), inactives show top-dose activation, hits mostly activators;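 also: potency is read from the fitted curve at half-maximal effect; 0% = DMSO controls and full agonism = EC100 isoproterenol or metaproterenol; nearly all actives have a fitted effect of over 65% in size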
# Target sequence (P07550 whole entry, looked up): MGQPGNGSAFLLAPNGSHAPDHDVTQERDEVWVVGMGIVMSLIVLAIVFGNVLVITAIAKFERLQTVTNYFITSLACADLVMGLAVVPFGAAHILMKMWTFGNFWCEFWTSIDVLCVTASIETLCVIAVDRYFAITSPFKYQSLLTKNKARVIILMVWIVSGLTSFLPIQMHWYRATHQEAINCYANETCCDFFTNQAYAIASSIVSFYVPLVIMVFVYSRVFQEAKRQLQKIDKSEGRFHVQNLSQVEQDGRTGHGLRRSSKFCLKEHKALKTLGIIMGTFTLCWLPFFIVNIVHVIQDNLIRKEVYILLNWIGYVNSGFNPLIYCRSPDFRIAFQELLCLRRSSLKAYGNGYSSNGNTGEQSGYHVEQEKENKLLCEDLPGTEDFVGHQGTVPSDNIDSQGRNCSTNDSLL
# BCR signal inh – chronic active BCR signaling inhibition; ABC-DLBCL IkBa-CBG/CBR reporter, luminescence ratio, 4 h; Potency, µM (highest dose often 46.1 µM), inactives show top-dose ratio change, negative = lower green/red ratio, usual class: inhibitors; 340,000 compounds, 0.05% hits; AID 493014; active = well fitted inhibition curve with a large enough effect in the signal ratio, with a control signal flat, not every such curve was filed as active; inconclusive = small, poorly fitted or top-dose-only effect, or effect the other way, or a change in a side signal; the % refers to the signal ratio;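 also: potency is read from the fitted curve at half-maximal effect; plate controls were basal doxycycline-induced cells for no effect and cells given 10 µM MG132 for full effect; MG132 reads +100%, hits lower the ratio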
#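 TMD8 ABC-DLBCL cells carrying doxycycline-inducible green luciferase fused to IkappaBalpha plus unfused red luciferase were exposed to compounds (up to 46 uM) for 4 hrs at 37C. Activity came from the overlap-corrected green/red luminescence ratio.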
# ASM inhibitor – blocks human secretory acid sphingomyelinase. P17405. placental ASM, HMU-PC fluorogenic substrate, 60 min. Potency, µM (top dose mostly 57.5 µM), without a hit: at the top dose activity change, negative = inhibition, hits mostly inhibitors. 340,000 compounds, 0.006% hits; also: potency is read from the fitted curve at half-maximal effect
#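 HMU-PC0 cleavage (9 uM final) by human placental ASM, 60 min at 37 °C following 10 min compound exposure at RT; stopped at pH 10, fluorescence Ex 386/Em 447 nm.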
# Integrin act MD – activators of alpha7 integrin expression for muscular dystrophy | alpha7betagal myoblasts, beta-gal FDG fluorescence, 48 h | Potency, µM (doses to about 38.3 µM), for inactives: at the highest dose activation, usual class: activators | 350,000 compounds, 0.064% hits;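 also: potency is read from the fitted curve at half-maximal effect; 100% = response of the positive control SU9516; nearly all actives have a fitted effect of over 60% in size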
#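 alpha7betagal+/- myoblasts (passage 13, 250/well) treated 48 h at 37C with compounds at 1:260 dilution of DMSO stock. Lysed, then beta-galactosidase activity read as FDG fluorescence (ex 480/em 540) after 30 min, with pre-read for autofluorescence.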
# FBPA coupling cs – coupling enzyme interference in Giardia aldolase counter-screen; 290,000 compounds, 0.67% hits; activity change, negative = inhibition, % at 58.2 µM, hits read low; coupling enzyme system counterscreen, AmpLite Red fluorescence; in the data active = activity change below about -30%; also: % is scaled to controls: 0 for no effect and ±100 for the full control effect
#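 Fluorescence at 525 nm excitation and 598 nm emission measured inhibition of the coupled detection system without aldolase. Compounds (at 57.5 uM final) were preincubated 10 min at room temperature with coupling enzyme reagent before a 20 min substrate/AmpLite Red step.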
# Tb PFK inh – inhibitors of T. brucei phosphofructokinase. O15648. T. brucei PFK, ADP-Glo luminescence. Potency, µM (series often up to 57.5 µM), for inactives: at the highest dose activity, negative = inhibition, usual class: inhibitors. 330,000 compounds, 0.17% hits;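 also: potency is read from the fitted curve at half-maximal effect; 0% = uninhibited 1x PFK enzyme wells and -100% = no-enzyme wells; nearly all actives have a fitted effect of over 60% in size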
#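 ADP-Glo luminescence quantified ADP after 45 min at room temperature, with 1.25 nM T. brucei PFK, 0.1 mM ATP and 0.5 mM fructose-6-phosphate in pH 8.0 TEA buffer. qHTS titrations up to 57 µM; curves classified by quality.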
# Menin-MLL TR inh – menin-MLL binding inhibition, Texas Red mutant peptide | O00255 | Menin + Texas Red MLL mutant peptide, fluorescence polarization | Potency, µM (doses to about 61.6 µM), for the others: at the highest dose FP activity change, negative = inhibition, most hits filed as inhibitors | 270,000 compounds, 0.23% hits; active = well fitted inhibition curve with a large enough effect in the polarisation, with a control signal flat, not every such curve was filed as active; inconclusive = small, poorly fitted or top-dose-only effect, or effect the other way, or a change in a side signal; inactive = no such curve, though single readings can be large or run the other way; the % refers to the polarisation; also: potency is read from the fitted curve at half-maximal effect; % of control where 0% means no effect; many of its hits are not listed in these tables
# Target sequence (O00255 whole entry, looked up): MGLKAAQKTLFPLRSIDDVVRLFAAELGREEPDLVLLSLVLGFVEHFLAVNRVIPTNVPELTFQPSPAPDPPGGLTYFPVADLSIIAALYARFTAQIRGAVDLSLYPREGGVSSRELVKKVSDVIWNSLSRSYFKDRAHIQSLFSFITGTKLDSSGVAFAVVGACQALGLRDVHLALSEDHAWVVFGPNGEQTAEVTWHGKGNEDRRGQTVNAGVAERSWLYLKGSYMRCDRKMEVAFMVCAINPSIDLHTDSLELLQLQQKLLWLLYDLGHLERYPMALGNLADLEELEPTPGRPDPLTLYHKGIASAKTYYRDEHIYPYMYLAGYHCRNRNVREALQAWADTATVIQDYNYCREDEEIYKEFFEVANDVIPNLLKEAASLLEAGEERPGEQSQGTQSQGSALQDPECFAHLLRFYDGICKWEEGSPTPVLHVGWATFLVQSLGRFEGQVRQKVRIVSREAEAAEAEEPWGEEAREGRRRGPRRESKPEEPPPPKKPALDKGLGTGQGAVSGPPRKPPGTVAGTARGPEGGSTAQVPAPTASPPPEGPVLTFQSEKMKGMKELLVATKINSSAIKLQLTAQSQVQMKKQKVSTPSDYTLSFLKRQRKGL
# TSG101-PTAP inh – blocks PTAP/TSG101 interaction to inhibit HIV-1 budding. Fluorescence polarization, FITC-PTAP peptide / Tsg101 binding. Potency, µM (series often up to 115 µM), for inactives: at the highest dose activity change, negative = inhibition, hits mostly inhibitors. 340,000 tested, under 10 active; active = well fitted inhibition curve with a large enough effect in the main read-out, with a control signal flat, not every such curve was filed as active; inconclusive = small, poorly fitted or top-dose-only effect, or effect the other way, or a change in a side signal; inactive = no such curve, though single readings can be large or run the other way; also: potency is read from the fitted curve at half-maximal effect; % of control where 0% means no effect
#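 Fluorescence anisotropy tracks displacement of a FITC-tagged PTAP peptide (50 nM) from the Tsg101 binding domain (10 uM), following a 20 min room-temperature incubation at pH 7.5.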
# Giardia killer – Giardia lamblia killing; Giardia lamblia trophozoite viability; activity change, % at 7.66 µM, hits read low; 340,000 compounds, 0.15% hits; in the data active = activity change below about -80%; inconclusive = between about -30% and that limit;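 also: parasites exposed to compound for two days anaerobically before the ATP read; % is scaled to controls: 0 for no effect and ±100 for the full control effect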
#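 Trophozoite viability was measured as ATP-dependent luminescence, read 15-30 min after reagent addition. Before that, parasites at 100 cells/well were exposed to compounds for 48 h, anaerobically, at 37 deg C.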
# PKM2 act – increases activity of human pyruvate kinase M2; purified PKM2, Kinase-Glo ATP luminescence, activation; response scale: 0% is enzyme alone, no compound; 260,000 compounds, 0.34% hits; Potency, µM (titrated, usually from 57.5 µM), without a hit: at the highest dose activation, most hits filed as activators; AID 1631; P14618; also: potency is read from the fitted curve at half-maximal effect; % is scaled to controls: 0 for no effect and ±100 for the full control effect; nearly all actives have a fitted effect of over 55% in size
#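 Kinase-Glo luminescence reports ATP generated from ADP (0.1 mM) and PEP (0.5 mM) by purified hPK-M2 after 1 h at room temperature, pH 7.2 imidazole buffer; intermediate enzyme activity allows detecting inhibitors and activators.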
# * = called active by the depositor; ? = inconclusive; / = no result given; & = joins results of further samples; [ ] = remark or other dose. Unless noted, calls follow the shape of the dose curve; as a rule, active = well fitted curve in the direction sought with a large enough effect; inconclusive = small, poorly fitted or top-dose-only effect, or another doubt; inactive = no such curve, though single readings can be large; an effect the other way counts as inactive or inconclusive.
Structure,PKM2 act,Menin-MLL TR inh,ASM inhibitor,Tb PFK inh,Integrin act MD,Giardia killer,TSG101-PTAP inh,FBPA coupling cs,BCR signal inh,GALK inhibitor,B2AR arrestin
O=C(N/N=C/c1ccc(O)c(O)c1)c1cccc(S(=O)(=O)N2CCCC2)c1,/,/,-1%,-21%,0%,-6,-2%,/,-1%,/,0.1%
Cc1ccn(CC(=O)N2CCCC(C(=O)c3cccc4ccccc34)C2)n1 (stereo not given),0%,-1%,2%,1%,-22%,15,0%,3,?,0%,0.0%
O=C(NC1CCCCC1)C1CC(=O)N(Cc2ccccc2)C1 (stereo not given),-3%,-15%,6%,1%,0%,5,-6%,-4,-10%,9%,-0.3%
N#Cc1ccc(Cl)cc1NC(=O)CNCc1cccs1,/,/,3%,-1%,-11%,11,-5%,2,1%,5%,-0.3%
O=C(C1CC(=O)N(C2CCCC2)C1)N1CCN(c2cccc(C(F)(F)F)c2)CC1 (stereo not given),/,/,0%,-4%,-13%,-28,-10%,/,2%,/,-0.5%
COc1ccccc1NC(=S)N/N=C/c1ccc(O)cc1,1%,?,25%,-4%,17%,-2,-2%,1,?,0%,-0.1%
O=C(COC(=O)C1CCC1)Nc1cccc(S(=O)(=O)N2CCOCC2)c1,/,/,-3%,0%,40%,10,-2%,/,-5%,/,-0.2%
Cc1cc(S(=O)(=O)N2CCCOC2CNC(=O)C(=O)NCc2ccco2)ccc1F (stereo not given),10%,16%,0%,-1%,-3%,-19,-1%,5,?,10%,0.2%
CC1CC(C)CN(C(=O)Nc2ccccc2F)C1 (stereo not given),-5%,/,-1%,-3%,31%,-28,-3%,1,-10%,4%,-0.5%
Cc1c(/C=N/NC(=O)c2cc(=O)[nH]c(=O)[nH]2)c2ccccn2c1C(=O)c1ccccc1,10%,/,-13%,-1%,3%,6,-10%,-4,2%,-2%,0.1%
COc1ccc(CCNC(=S)NNC(=O)c2c(Br)c(C)nn2C)cc1OC,/,/,-1%,-2%,7%,9,2%,/,-4%,2%,-0.2%
COc1ccc(CNc2ncnc3sccc23)cc1OC,3%,-6%,4%,0%,-15%,-2,-5%,-2,-3%,11%,-0.5%
Cc1nn(-c2nc3ccccc3s2)c(N)c1Sc1ccc(F)cc1,4%,-28%,2%,3%,-8%,-1,-3%,0,-8%,1%,0.5%
COc1cc(-c2ccccc2)nc2ccccc12,-3%,-8%,1%,0%,-9%,26,-8%,4,-1%,-2%,0.4%
O=C(N/N=C/c1cccc([N+](=O)[O-])c1)c1nc2ccccc2c(=O)[nH]1,0%,/,1%,1%,2%,9,-7%,5,-13%,-1%,0.4%
O=C(Cn1sc2ccccc2c1=O)N1CCN(C(=O)c2ccco2)CC1,-10%[0.46 µM],-5%,6%,0%,-13%,15,-4%,-1,-1%,0%,-1.1%
COc1ccc(Cc2nnc(SCC(=O)NC3CCCC3)o2)cc1,-15%,-20%,2%,-5%,-2%,-12,-1%,2,?,1%,-0.4%
CC1CCC(NC(=O)C2COc3ccccc3O2)CC1 (stereo not given),/,/,-2%,1%,2%,-2,-2%,/,?,/,4.5%
O=C(CCN1C(=O)C2C3C=CC(C3)C2C1=O)N1CCN(c2ccccn2)CC1 (stereo not given),-1%,-14%,5%,-7%,21%,5,-7%,0,-6%,-5%,-1.2%
C/C(=N/NC(=S)Nc1cccc(C)c1)c1cccc([N+](=O)[O-])c1,0%,?,-10%,-7%,22%,0,-3%,-3,?,3%,?
CC(=O)Nc1ccc(S(=O)(=O)N(C)c2ccc(OCCOc3ccccc3F)cc2)cc1,/,/,-11%,-11%,0%,-3,-2%,/,?,/,-0.3%
Cc1ccc(S(=O)(=O)NCCC(=O)NCc2ccc(Cl)cc2)cc1C,/,/,0%,-10%,-41%,27,-3%,/,1%,/,0.0%
O=C(NNC(=O)C1CC2CCC1C2)c1ccccc1 (stereo not given),-13%,-15%,3%,2%,10%,-12,1%,-2,-6%,0%,2.6%
Nc1[nH]nc2nc(N3CCCC3)nc(-c3ccccc3)c12,4%,0%,-1%,0%,-20%,-1,-4%,0,?,4%,0.5%
CCCNC(=O)NC(=O)CSc1nnc(C)n1N,3%,-1%,2%,-3%,-8%,-27,-5%,4,17%,0%,-0.4%
Cc1ccc2c(Cl)cc(Cl)c(OCC(=O)NCCc3ccccn3)c2n1,-3%,-15%,-2%,0%,15%,32[activator],1%,-3,2%,-4%,0.0%
COc1ccccc1C(=O)Nc1c(C)cc(Br)cc1C,-22%,-15%,-4%,-5%,14%,-3,-5%,-2,1%,4%,-0.2%
CCCCC(=O)NC(NC(=S)N1CCCCCC1)C(Cl)(Cl)Cl (stereo not given),0%,2%,7%,?,-17%,0,-3%,2,3%,1%,-0.5%
CCN1CCN(Cc2c(C(=O)N/N=C(\C)c3ccc(Cl)cc3)nnn2-c2nonc2N)CC1,8%,?,0%,-1%,-7%,8,-2%,-5,-2%,12%,-1.1%
C=CCn1c(SCC(=O)NCC2CCCO2)nc2sc(CC)cc2c1=O (stereo not given),/,/,3%,5%,-5%,-5,-6%,/,0%,/,-0.5%
CCC(C)C(NC(=O)C1CCC(C)CC1)C(=O)NC1CCN(Cc2ccccc2)CC1 (stereo not given),5%,6%,/,8%,/,/,/,3,6%,-3%,-1.3%
Cc1nc(NC(=O)c2ccccc2)sc1-c1csc(Nc2cccc(F)c2)n1,-8%,?,/,-2%,/,/,/,4,?,6%,0.2%
CN(C)S(=O)(=O)c1cccc(CSCc2cccc(S(=O)(=O)N(C)C)c2)c1,/,0%,0%,-5%,-42%,-12,1%,9,-15%,2%,-0.5%
COc1cccc(C(=O)NCc2ccc3[nH]c(C)cc3c2)c1,7%,?,-2%,-6%,22%,-3,0%,-10,0%,3%,-0.2%
COc1ccc(/C=N/Nc2nccnc2Cl)c(OC)c1,-49%,16%,12%,-11%,1%,-15,0%,1,?,12%,0.2%
CCC(C)NC(=O)c1ccc(Cl)c(S(=O)(=O)Nc2ccccc2N2CCOCC2)c1 (stereo not given),/,/,3%,2%,-19%,0,-1%,/,10%,/,-0.8%
CCc1c(C)c(C#N)c2[nH]c3ccccc3n2c1=S,-12%,/,219%[activator],?,10%,-7,-4%,-21,?,4%,-1.1%
CN1C(=O)C(O)(CC(=O)c2ccccn2)c2cc(Br)ccc21 (stereo not given),5%,10%,1%,-7%,-51%[inhibitor],8,-7%,-4,?,-1%,0.3%
CC(=O)NC1C(=O)N=C(SCC(=O)Nc2cccc(Cl)c2)NC1=O (stereo not given),/,9%,0%,-3%,1%,4,1%,5,2%,1%,0.2%
Cc1cccc(N(C)C(=S)Oc2ccc3ccccc3c2)c1,6%,4%,-13%,-2%,/,-1,1%,0&5&2,?,-3%,-2.7%
O=[N+]([O-])c1c(NCCO)cc(N2CCCCC2)c2nonc12,2%,-14%,-12%,-2%,-4%,17,-3%,0,19%,-2%,0.9%
O=C(CSc1nccc(=O)[nH]1)NCc1ccco1,1%,/,-1%,4%,40%,?,0%,2,3%,0%,-0.1%
CN(C(=O)COC(=O)c1ccc(CN2CCCC2=O)cc1)c1ccccc1,/,/,4%,-10%,-15%,-22,0%,/,-1%,/,0.5%
O=c1nccc(N/N=C/c2ccccc2)[nH]1,/,3%,0%,-4%,?,15,-1%,0,-5%,11%,0.4%
CCOCC(=O)Nc1c(C)n(C)n(-c2ccccc2)c1=O,2%,1%,/,7%,/,/,/,1,-34%,-3%,0.0%
CC1(C)Cc2c(sc3[nH]c(=S)n(Cc4ccco4)c(=O)c23)CO1,22%,?,-4%,1%,-7%,0,-1%,11,-2%,2%,0.3%
O=Cc1c(-c2ccccc2)nc2ccccn12,4%,/,-1%,1%,30%,-2,1%,0,-20%,-2%,-0.1%

# An excerpt, so the mix of outcomes need not match the whole.
